STEP block = STEP (human) phosphatase inhibition | P54829 | recombinant STEP, OMFP fluorogenic substrate, fluorescence | inhibition, % at 20 µM | hit rate 0.25% among 360,000 | AID 588621;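 active = inhibition at 20 µM, scaled per plate between control wells, above about 37%, limit read from the data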;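 note: 0% = DMSO with enzyme and substrate and 100% = substrate only without enzyme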
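Test system: STEP tyrosine phosphatase / Reagent: OMFP at 25 µM / Doses: 20 µM, 1% DMSO / Read-out: percent inhibition scaled to no-enzyme and uninhibited-enzyme controls, plate-pattern corrected / Detection: FITC-channel fluorescence of OMFP product / Medium: Bis-Tris buffer pH 6.0, 2.5 mM DTT, 0.005% Tween 20 / Schedule: 20 min at room temperature, dark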
Rpn11 inh = Rpn11 (human) deubiquitinase inhibition. O00487. human 26S proteasome, Ub4-pepOG fluorescence polarization; 20S core pre-blocked with epoxomicin. calls only at 20 µM. hit rate 0.59% among 360,000;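 active = inhibition at 20 µM, scaled to each plate's controls, above about 33%, limit read from the data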
DNMT1 block = DNMT1 (human) enzyme inhibition. DNMT1 molecular beacon, Hinp1I cleavage, fluorescence. P26358. inhibition (reported as % activation of signal), % at 10 µM. hit rate 0.83% among 360,000. AID 588458; in the data active = inhibition above about 50%
TbMetRS inhib = Trypanosoma brucei MetRS inhibition; purified T. brucei MetRS, ATP depletion, Kinase-Glo luminescence; hit rate 0.4% among 360,000; inhibition, % at 11.9 µM;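 active = inhibition above a per-plate cutoff of the control wells' mean inhibition plus 3 SD, cut at about 5.5% in these data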;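 note: 0% = DMSO wells median and 100% = median of wells with control inhibitor compound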
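Material: parasite MetRS enzyme / Replication: singlicate, one well per compound / Signal: luminescence of leftover ATP / Schedule: 2 h aminoacylation at 25 °C after 15 min preincubation / Medium: HEPES-MgCl2-KCl buffer plus DTT, spermine, BSA, pyrophosphatase / Doses: 11.9 µM single point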
NadD block = blocks S. aureus nicotinate mononucleotide adenylyltransferase. purified NadD enzyme, colorimetric absorbance read-out. inhibition, % at 20 µM. hit rate 0.78% among 360,000. AID 602399; in the data active = inhibition above about 26%; note: some compounds past the cut are filed as inactive
LMPTP block = blocks human LMPTP phosphatase | P24666 | hit rate 0.22% among 360,000 | recombinant LMPTP-A, OMFP fluorogenic substrate, fluorescence intensity | inhibition, % at 20 µM;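 active = compounds that cut the enzyme signal by at least half of the control window in the single-dose screen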;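 note: plate controls were DMSO wells with enzyme plus substrate for no effect and substrate without enzyme for full effect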
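Test system – LMPTP-A phosphatase enzyme · Quantity – 0.625 nM LMPTP-A final · Reagent – OMFP substrate, 400 µM final · Dosing – one test concentration per compound, 20 µM, with 3% DMSO overall · Timing – 50 min enzyme reaction at room temperature, protected from light · Detection – fluorescence intensity · Controls – substrate-only low control, DMSO enzyme-plus-substrate high control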
Scp-1 inhibitor = blocks human Scp-1 phosphatase activity | Q9GZU7 | Recombinant Scp1, phosphopeptide, malachite green phosphate absorbance | inhibition, % at 20 µM | hit rate 0.88% among 340,000 | AID 493091;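 active = inhibition above about 50% at 20 µM, limit read from the data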;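 note: plate controls were DMSO wells with enzyme for no effect and wells lacking enzyme for full effect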
Target sequence (Q9GZU7 76-261 limits assumed): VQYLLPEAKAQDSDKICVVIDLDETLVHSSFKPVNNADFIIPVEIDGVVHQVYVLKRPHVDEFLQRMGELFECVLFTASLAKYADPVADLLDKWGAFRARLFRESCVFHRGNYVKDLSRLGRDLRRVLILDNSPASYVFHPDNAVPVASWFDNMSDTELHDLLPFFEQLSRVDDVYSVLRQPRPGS
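Test system: SCP-1 catalytic domain; Buffer or medium: Acidic Tris acetate buffer with magnesium and detergent; Also added: Phosphorylated 17-residue peptide substrate; Compound: single 20 µM dose, 1% DMSO; Schedule: enzyme reaction 45 min at room temperature, colour 5 min, stabilisation 30 min; Signal: Phosphate-binding colour reagent, absorbance read at 630 nm.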
CSN inh = inhibitors of human CSN-mediated cullin deneddylation. Q92905. inhibition, % at 12.5 µM. hit rate 0.38% among 360,000. Purified CSN, SCF-Nedd8-OG deneddylation, fluorescence polarization;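 active = pattern-corrected inhibition above about 35%, with an unprinted fluorescence ratio check between 0.5 and 1.5, limit read from the data, passing the limit was not always enough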;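 note: 0% = enzyme with substrate and 100% = substrate without enzyme; some results filed as inactive read as strong as hits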
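Assay system: HEK293T-derived human Csn5 enzyme; quantity: 0.24 nM enzyme; medium: Tris/NaCl/DTT buffer, pH 7.5; also added: substrate SCFSkp2-Nedd8OG, 10 nM; doses: 12.5 µM compound; schedule: 90 min reaction at room temperature; signal: FP; read-out: % inhibition of substrate cleavage by Csn5; benchmarks: substrate-only high control, full reaction low control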
MLLE-PAM2 inh = blocks PAM2 peptide binding to the PABP1 MLLE domain; P11940; GST-MLLE / FITC-PAM2 fluorescence polarization; inhibition, % at 20 µM; hit rate 0.36% among 360,000; in the data active = inhibition above about 35%, passing the limit was not always enough;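 note: plate controls were DMSO wells with GST-MLLE for no effect and wells lacking GST-MLLE protein for full effect; some results filed as inactive read as strong as hits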
Target sequence (P11940 whole entry, looked up, the tested form may be a part): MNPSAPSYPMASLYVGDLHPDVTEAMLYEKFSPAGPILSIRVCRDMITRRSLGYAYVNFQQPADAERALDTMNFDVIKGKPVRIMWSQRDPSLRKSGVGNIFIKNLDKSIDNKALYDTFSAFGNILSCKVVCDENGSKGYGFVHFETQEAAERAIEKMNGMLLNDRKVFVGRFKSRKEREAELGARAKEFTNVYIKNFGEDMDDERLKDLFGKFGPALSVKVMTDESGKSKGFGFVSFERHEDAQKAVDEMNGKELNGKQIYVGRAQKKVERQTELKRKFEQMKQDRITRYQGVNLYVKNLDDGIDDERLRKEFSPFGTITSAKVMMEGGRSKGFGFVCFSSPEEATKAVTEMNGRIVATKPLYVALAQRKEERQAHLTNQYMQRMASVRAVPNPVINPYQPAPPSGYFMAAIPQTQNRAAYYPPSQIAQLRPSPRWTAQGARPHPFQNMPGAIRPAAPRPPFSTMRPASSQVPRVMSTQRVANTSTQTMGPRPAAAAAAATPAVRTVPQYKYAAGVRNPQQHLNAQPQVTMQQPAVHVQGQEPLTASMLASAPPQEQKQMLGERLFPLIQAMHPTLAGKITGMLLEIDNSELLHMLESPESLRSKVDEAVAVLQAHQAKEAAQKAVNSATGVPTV
SUMO1 PPI mod = alters human SUMO1 binding to SIM partners; P63165; SUMO1 binding to a labelled peptide, TR-FRET, 1 h; inhibition, % at 20 µM; hit rate 0.33% among 360,000; in the data active = inhibition above about 37%
Target sequence (P63165 whole entry, looked up): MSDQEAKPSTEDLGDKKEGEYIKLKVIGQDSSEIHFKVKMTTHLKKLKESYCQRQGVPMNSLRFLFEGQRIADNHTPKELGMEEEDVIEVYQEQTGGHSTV
The depositor's hits bear a star; i = inactive; nt = not tested or not shown; & = joins results of further samples.

The opening 4 entries, to show the layout:
SMILES	STEP block	Rpn11 inh	DNMT1 block	TbMetRS inhib	NadD block	LMPTP block	Scp-1 inhibitor	CSN inh	MLLE-PAM2 inh	SUMO1 PPI mod
Cc1cc(C=C2C(=O)NC(=O)NC2=O)c(C)n1-c1cccnc1	3.1	i	2.6	1.5	-5.9	-0.3	1.3	6.6	8.4	-13.9
CN1CCN(C(=S)SCC(=O)Nc2ccc(Cl)cc2C(=O)c2ccccc2)CC1	2.5	i	-2.6	-0.6	-6.4	-0.5	-8.3	2.7	3.7	-1.5
CNC1(c2ccc(F)cc2)CCCCC1	-1.6	i	4.3	-0.3	1.1	-0.9	4.7	0.1	-5.0	-1.6
COC(=O)C1=C(c2ccc(OCc3ccccc3)cc2)C[C@@H]2CC[C@H]1N2C(=O)NCc1ccc(N(C)C)cc1	1.5	i	-11.1	-0.1	0.9	9.8	-3.0	-1.7	-7.3	6.2

The list itself, repeating the preview:
SMILES	STEP block	Rpn11 inh	DNMT1 block	TbMetRS inhib	NadD block	LMPTP block	Scp-1 inhibitor	CSN inh	MLLE-PAM2 inh	SUMO1 PPI mod
Cc1cc(C=C2C(=O)NC(=O)NC2=O)c(C)n1-c1cccnc1	3.1	i	2.6	1.5	-5.9	-0.3	1.3	6.6	8.4	-13.9
CN1CCN(C(=S)SCC(=O)Nc2ccc(Cl)cc2C(=O)c2ccccc2)CC1	2.5	i	-2.6	-0.6	-6.4	-0.5	-8.3	2.7	3.7	-1.5
CNC1(c2ccc(F)cc2)CCCCC1	-1.6	i	4.3	-0.3	1.1	-0.9	4.7	0.1	-5.0	-1.6
COC(=O)C1=C(c2ccc(OCc3ccccc3)cc2)C[C@@H]2CC[C@H]1N2C(=O)NCc1ccc(N(C)C)cc1	1.5	i	-11.1	-0.1	0.9	9.8	-3.0	-1.7	-7.3	6.2
COC(=O)C1=C(c2ccc(OC)c(OC)c2)C[C@@H]2CC[C@H]1N2C(=O)N1CCC(C)CC1	-0.8	i	3.0	-0.2	-2.9	0.0	-0.2	-5.4	16.7	1.5
Cc1cccc(-n2c(C)nc3ccccc3c2=O)c1C	-0.9	i	1.2	-0.6	-4.2	-0.8	-3.9	5.7	8.4	3.4
CCOc1ccccc1N1C(=O)NC(=O)/C(=C/c2ccc3c4c(cccc24)CC3)C1=O	3.3	i	-0.1	-0.7	3.5	1.5	11.5	4.9	3.7	-9.0
CC(=O)c1cn(Cc2ccc(C#N)cc2)c2ccccc12	1.0	i	-2.7	-0.5	0.8	1.3	1.0	8.4	12.2	-1.0
C#C[C@]1(O)CC[C@H]2[C@@H]3CCC4=CC(=O)CC[C@]4(C)[C@H]3CC[C@@]21C	-0.8	i	-0.5	-0.9	1.3	-2.2	-6.2	-6.3	-2.8	23.2
COC(=O)C1=C(c2cc3ccccc3s2)C[C@@H]2CC[C@H]1N2C(=O)NCCNC(C)=O	0.5	i	2.2	-0.5	-5.0	-2.2	-5.9	2.8	-2.0	-7.6
O=C(N/N=C\C1C(=O)NC(=S)N(c2ccccc2)C1=O)c1ccc(O)cc1 (stereo not given)	-4.9	i	3.9	-0.6	4.5	-0.2	-8.7	6.7	25.0	-4.6
CNc1ccc2nc3ccccc3[n+](C)c2c1	7.5	i	38.1	-0.9	-3.3	12.9	-17.5	-3.0	86.4*	-8.4
O=C(Cn1c(=S)[nH]c2ccccc2c1=O)N1CCC2(CC1)OCCO2	0.2	i	-1.2	0.1	5.3	-0.1	-10.7	0.9	-59.1	2.2
COc1ccc(-n2nnnc2C(CCc2ccccc2)N2CCC3(CC2)C(=O)NCN3c2ccccc2)cc1 (stereo not given)	4.1	i	-21.7	-0.5	19.5	5.1	nt	2.4	-4.5	8.7
C[N+](C)(C)CC1CCCC1=O (stereo not given)	-1.5	i	1.6	-0.4	10.9	-1.9	19.5	2.5	-153.7	-2.9
CC(=O)OC1N=C(c2ccccc2Cl)c2cc(Br)ccc2N(C)C1=O (stereo not given)	-1.7	i	-0.2	-0.5	-3.1	-0.5	0.6	-0.4	-8.1	-0.2
COc1ccc(CN2CCN(C(=O)Cc3ccccc3)CC2)cc1Br	-2.5	i	-4.2	0.9	0.3	-0.6	-8.3	-2.6	9.2	21.3
Cc1ccc2[nH]c(C)c(CCNCc3cccnc3)c2c1	-5.1	i	0.6	0.4	-1.0	-0.6	0.2	-1.6	-5.3	-0.8
CN1CCN(C(=O)COc2ccc(S(=O)(=O)Nc3ccc(F)cc3)cc2)CC1	0.4	i	-0.7	-0.5	-1.0	-0.3	-8.3	2.4	10.3	5.1
COc1ccc2c(c1)C(NC(C)=O)CCc1cc(OC)c(OC)c(OC)c1-2 (stereo not given)	2.1	i	0.5	-0.5	1.5	2.2	2.2	-8.0	-13.7	-0.6
CN1C(=O)C(=Cc2ccccc2Oc2ccc(Cl)c(F)c2)C(=O)N(C)C1=O	-1.8	i	7.9	-0.5	5.4	0.4	-8.5	-4.2	20.6	8.0
O=C(CCS(=O)(=O)c1ccc(Br)cc1)N1CCC2(CC1)OCCO2	2.8	i	-0.9	-2.0	1.0	-2.6	-2.0	0.8	-9.3	0.9
O=C(Cc1ccccc1)OCc1ccccc1	1.5	i	-4.4	-0.5	5.1	0.0	2.7	-2.5	8.7	1.7
C[N+]1([O-])[C@@H]2CC(OC(=O)[C@H](CO)c3ccccc3)C[C@H]1[C@@H]1O[C@@H]12 (stereo not given in full)	2.2	i	1.1	-0.2	-0.4	-0.8	-11.7	3.5	-4.0	10.0
CC(C)CC(NC(=O)C1CCCCC1)C(=O)N1CCC2(CC1)OCCO2 (stereo not given)	1.2	i	-1.9	0.0	4.8	-2.0	-5.8	-0.5	6.1	-0.2
Nc1ncc2[nH]cnc2n1	-2.2&-3.9	i	-1.3&2.6	-0.6&-2.3	4.0&-1.3	1.4&1.0	-8.8&-11.7	-4.7&-1.1	-0.2&-3.3	2.1&39.8
CN(C)C(=Nc1ccccc1)P(=S)(N(C)C)N(C)C	2.0	i	1.9	-0.1	-1.3	0.3	-4.9	-3.5	3.4	4.1
CCOP(=O)(OCC)C(NC(=O)c1cccc([N+](=O)[O-])c1)C(Cl)(Cl)Cl (stereo not given)	-1.2	i	-0.3	1.6	-3.1	-1.3	-5.1	4.9	1.2	-15.5
COC(=O)C1=C(c2ccc(F)cc2OCc2ccccc2)C[C@@H]2CC[C@H]1N2C(=O)NCc1ccc(C)cc1	4.5	i	0.0	-0.5	2.7	8.3	-2.7	0.6	2.8	0.7
CCP(=S)(CC)c1ccc(N(C)C)cc1	2.9	i	-0.6	-0.4	-2.5	-1.1	-1.3	-20.5	-14.0	-0.5
CCNC(=S)N(C)CCc1cc2c(c(OC)c1C=C1C(=O)N(C)C(=O)N(C)C1=O)OCO2	-2.6	i	0.5	0.0	-7.3	0.8	2.3	0.6	-80.3	3.0
O=C(Cc1ccccc1)N1CCN(Cc2ccc(F)cc2)CC1	-0.9	i	3.3	-0.3	0.2	-3.1	-9.4	0.6	-7.4	3.1
O=C1C(=O)N(c2ccccc2)P(=O)(N(CCCl)CCCl)N1c1ccccc1	-1.8	i	0.4	-0.2	-11.1	-2.3	-15.2	-0.5	-9.3	0.5
C/C(=N\N1CCCCCC1)c1c(O)n(-c2ccccc2C)c(=O)[nH]c1=O	0.1	i	-1.6	0.6	2.0	-1.1	0.9	-5.5	5.6	0.0
COC(=O)c1nc(-c2ccc3c(n2)C(=O)C(N)=C(OC)C3=O)c(N)c(-c2ccc(OC)c(OC)c2O)c1C	3.4	i	86.1*	-0.3	8.4	0.7	-7.5	6.0	7.2	13.9
Cc1ccccc1-n1c(O)c(C=Nc2ccc3c(c2)OCO3)c(=O)[nH]c1=O	-3.9	i	0.8	-0.4	0.3	0.9	2.2	0.4	-13.7	-11.7
CCC(=NCc1ccco1)c1c(O)n(-c2ccccc2)c(=O)[nH]c1=O	1.2	i	-0.8	-0.8	-0.6	-1.4	-12.2	-2.9	0.7	-5.1
CC(C)N1CCC2(CC1)NC(CO)(CO)CO2	-4.6	i	3.1	-0.8	-0.3	-1.9	-5.0	0.1	4.5	3.2
COc1cc2c(cc1O)C[C@H]1NCCc3cc4c(c-2c31)OCO4	5.8	i	38.4	0.0	33.6*	11.0	-1.0	1.1	-6.1	7.4
CN(C)CCN=Cc1c(O)n(C2CCCCCC2)c(=O)[nH]c1=O	2.7	i	4.3	-0.7	4.0	-7.5	-8.1	-3.1	-3.9	10.1
COC1=CC(=O)OC(/C=C/c2ccccc2)C1 (stereo not given)	1.0	i	3.0	-1.3	-5.0	-0.2	-9.0	-0.9	0.2	1.1
CN(C)C(=O)Oc1ccc2c(c1)O/C(=C\c1cccc([N+](=O)[O-])c1)C2=O	0.0	i	-1.9	-0.8	-0.7	2.9	-6.5	-2.2	-13.2	-9.7
CN1C2CCC1C(C(=O)O)C(O)C2 (stereo not given)	1.1	i	2.8	-1.3	0.2	-1.6	1.5	-2.3	-8.0	-2.0
O=C(c1ccc2c(c1)OCO2)C1CCCN(Cc2ccc(F)c(F)c2)C1 (stereo not given)	-1.0	i	-0.4	-0.3	1.4	1.4	-6.0	3.2	9.1	-3.2
O=C(N/N=C/c1c(O)n(CCc2ccccc2)c(=O)[nH]c1=O)c1ccncc1	2.2	i	-1.7	0.5	3.9	0.3	0.7	-0.6	-36.9	-10.7
OCC1CO1 (stereo not given)	-0.6	i	-1.9	-0.9	0.5	-1.3	-3.3	1.8	6.6	0.5
O=P(/C(=N/O)N1CCOCC1)(N1CCOCC1)N1CCOCC1	2.1	i	0.9	-1.0	-6.2	-1.1	-13.9	3.9	4.8	-1.2
S=C=Nc1ccccn1	-0.6	i	0.6	-0.4	-7.2	-0.8	-3.6	1.9	27.0	4.0
COc1ccc(P2(=O)Nc3ccccc3N2)cc1	11.0	i	20.7	-2.4	5.0	0.8	55.4*	7.5	-9.5	-4.1

Screening data: PubChem BioAssay, several laboratories

A portion of the library (hit frequency here may not be typical).
